# GPR151 ag – human GPR151 activation. Q8TDV0. PathHunter beta-arrestin GPR151 cells, luminescence. activation, % at 11.2 µM. 650,000 tested, 1% active. AID 1508602; in the data active = activation above about 4.9%;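 note: 0% = median of compound wells and 100% = cells with positive control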
# Target sequence (Q8TDV0 whole entry, looked up): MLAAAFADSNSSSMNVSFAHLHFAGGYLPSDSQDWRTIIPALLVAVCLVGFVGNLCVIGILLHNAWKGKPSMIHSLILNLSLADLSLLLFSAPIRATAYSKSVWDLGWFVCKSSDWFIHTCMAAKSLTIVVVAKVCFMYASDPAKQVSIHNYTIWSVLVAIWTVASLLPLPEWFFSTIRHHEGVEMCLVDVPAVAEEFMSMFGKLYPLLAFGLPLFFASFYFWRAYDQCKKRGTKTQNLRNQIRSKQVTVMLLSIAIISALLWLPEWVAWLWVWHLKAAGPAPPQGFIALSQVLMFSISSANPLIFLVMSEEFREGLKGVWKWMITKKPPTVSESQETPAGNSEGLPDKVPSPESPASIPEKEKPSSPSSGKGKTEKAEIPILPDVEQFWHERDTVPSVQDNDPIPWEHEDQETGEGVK
# MITF primary – human MITF inhibition, primary screen. O75030. AlphaScreen MITF homodimerization, bead proximity signal. inhibition, % at 2.6 µM. 650,000 tested, 0.91% active; in the data active = inhibition above about 50%;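 note: 0% = vehicle wells with protein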
# Target sequence (O75030 whole entry, looked up): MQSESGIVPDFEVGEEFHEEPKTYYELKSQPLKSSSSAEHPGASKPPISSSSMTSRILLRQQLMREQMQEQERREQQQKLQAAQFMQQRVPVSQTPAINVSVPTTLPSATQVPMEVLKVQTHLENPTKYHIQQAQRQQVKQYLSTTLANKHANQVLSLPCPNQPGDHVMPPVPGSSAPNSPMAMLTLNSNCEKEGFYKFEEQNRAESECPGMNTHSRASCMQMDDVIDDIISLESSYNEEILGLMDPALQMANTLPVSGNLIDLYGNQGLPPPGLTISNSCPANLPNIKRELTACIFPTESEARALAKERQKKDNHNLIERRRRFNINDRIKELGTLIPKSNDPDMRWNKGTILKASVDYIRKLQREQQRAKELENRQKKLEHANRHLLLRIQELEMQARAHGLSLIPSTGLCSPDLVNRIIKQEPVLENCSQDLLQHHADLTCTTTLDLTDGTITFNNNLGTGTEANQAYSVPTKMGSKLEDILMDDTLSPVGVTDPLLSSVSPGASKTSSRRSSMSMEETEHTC
# FBW7 activator – activators of human E3 ligase FBW7; Q969H0; 650,000 tested, 0.13% active; normalized activity (activation), % at 26.1 µM; AlphaScreen FBW7–phospho-cyclin E peptide binding, activator screen; in the data active = normalized activity above about 1.9%;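 note: purified mutant Fbw7 with reduced substrate affinity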
# TEAD-YAP inh – TEAD-YAP interaction inhibition | HEK-TIYL cells, TEAD-Gal4/YAP UAS-luciferase luminescence | inhibition, % at 9.12 µM | 640,000 tested, 1.4% active | AID 1259422; in the data active = inhibition above about 32%;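 note: 0% = median of test compound wells and 100% = reference inhibitor wells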
# Numbers without * were called inactive; & = joins results of further samples. The order is random; about 3.4% have a hit in one of these screens.
# Results follow in this order: GPR151 ag, MITF primary, FBW7 activator, TEAD-YAP inh
CC(C)(C)C(=O)Nc1ccc(C(=O)CCl)cc1
→ -1.3, 20, 0.1, -3
COc1ccc(-c2cc(-c3ccccc3)c(C#N)c(SCCS(=O)Cc3ccc(Cl)cc3)n2)cc1 (stereo not given)
→ -1.5, -31, -0.1, 3
O=C(Nc1ccc(S(=O)(=O)Nc2ncccn2)cc1)c1ccccc1[N+](=O)[O-]
→ -1.2, 0, 0.1, 1
O=C1c2ccccc2C(O)(c2ncc[nH]2)N1c1cccc(F)c1 (stereo not given)
→ 1.4, 9, -0.2, 5
CN(C)c1ccc(CN(C(=O)c2ccc([N+](=O)[O-])cc2)C2CCS(=O)(=O)C2)cc1 (stereo not given)
→ 0.0, 0, -0.1, 0
Cc1csc(NC(=O)CSc2nc(C3CCCC3)nc3c2c(=O)n(C)c(=O)n3C)n1
→ -0.5, 10, 0.0, -10
COCCCN1C(=O)C(O)=C(C(=O)c2ccc(C)o2)C1c1ccc(C(C)(C)C)cc1 (stereo not given)
→ 4.5, 10, 0.1, 1
COCCNC(=O)C(c1ccccc1)N(C(=O)C(=O)NC1CCCC1)c1ccc(C)cc1 (stereo not given)
→ 0.5, -14, -0.2, -12
CCOc1cc(C2C(C(C)=O)=C(O)C(=O)N2CCCN(CC)CC)ccc1O (stereo not given)
→ 0.0, 22, 0.2, -2
Cc1ccc2onc(CNC(=O)NCc3ccccn3)c2c1
→ 0.3, -8, -0.2, -9

# Next section, overlapping the part above by five compounds.
# Results follow in this order: GPR151 ag, MITF primary, FBW7 activator, TEAD-YAP inh
Cc1csc(NC(=O)CSc2nc(C3CCCC3)nc3c2c(=O)n(C)c(=O)n3C)n1
→ -0.5, 10, 0.0, -10
COCCCN1C(=O)C(O)=C(C(=O)c2ccc(C)o2)C1c1ccc(C(C)(C)C)cc1 (stereo not given)
→ 4.5, 10, 0.1, 1
COCCNC(=O)C(c1ccccc1)N(C(=O)C(=O)NC1CCCC1)c1ccc(C)cc1 (stereo not given)
→ 0.5, -14, -0.2, -12
CCOc1cc(C2C(C(C)=O)=C(O)C(=O)N2CCCN(CC)CC)ccc1O (stereo not given)
→ 0.0, 22, 0.2, -2
Cc1ccc2onc(CNC(=O)NCc3ccccn3)c2c1
→ 0.3, -8, -0.2, -9
Cc1ccc(C(=O)NCCc2nc3ccccc3[nH]2)cc1C
→ -0.8, 7, 0.0, -5
CS(=O)(=O)N(CC(=O)Nc1ccccc1)c1ccc2c(c1)OCO2
→ 0.7, -6, -0.2, 4
COCCCN1CNc2c(c(=O)n(C)c(=O)n2C)C1
→ 2.7, 5, 0.0, -13
COc1ccc(Cl)cc1-c1nc(C=Nc2ccc(C)cc2Br)c(O)o1
→ 1.4, -2, 0.0, 1
Cc1nc2sccn2c1-c1csc(Nc2ccc(S(N)(=O)=O)cc2)n1
→ 0.9, 1, -0.3, -3
O=C(NCCN1CCOCC1)c1cnc(NCCN2CCOCC2)s1
→ -1.2, -5, 0.1, -9
CC(C)Oc1ccccc1/C=C1\SC(=S)N(CCC(=O)O)C1=O
→ 0.3, -4, 0.0, -2
CCCCN1C(=O)CC(Nc2ccc(N3CCOCC3)cc2)C1=O (stereo not given)
→ -1.0, 10, 0.0, -8
COC(=O)c1ccccc1NC(=O)c1ccccc1Br
→ 2.4, -3, 0.1, 5
COc1ccc(/C=C2/SC(=S)N(CCCC(=O)Nc3ccc(O)cc3)C2=O)cc1
→ -0.4, 19, 0.0, 27
O=C(CSc1nnc(CNC(=O)c2ccc(F)cc2)o1)NCc1ccc2c(c1)OCO2
→ 4.2, 3, -0.1, 10
COc1ccc(NC(=O)C2C3C=CC4(O3)C2C(=O)N(Cc2ccc(Cl)cc2)C4C(=O)NC2CCCCC2)cc1 (stereo not given)
→ 0.0, 11, 0.3, -7
CN(Cc1n[nH]c2c1CCCCC2)C(=O)CC1C(=O)NCCN1CC(C)(C)C (stereo not given)
→ -0.4, -10, -0.1, -7
O=C(O)CNC(=O)CC1S/C(=N/N=C2\CSC(=O)N2)NC1=O (stereo not given)
→ 3.2, 88*, -0.2, 3
CCCCN(C)C(=O)CC1(c2ccccc2)CC(=O)N(CCc2ccccn2)C1=O (stereo not given)
→ -0.4, 2, 0.1, 3
Cn1c(=O)[nH]c(=O)c2c1nc(N1CCc3ccccc3C1)n2Cc1ccccc1Cl
→ -0.1, 2, -0.2, 5
Cc1cncc2cccc(NC3CCCN(C(=O)C(N)c4ccc(-c5ccccc5)cc4)C3)c12 (stereo not given)
→ -1.1, 9, 0.1, -3
O=C(c1ncoc1-c1ccccc1F)N1CCN(c2nc3ccccc3s2)CC1
→ 0.2, 11, 0.1, -7
COC(=O)C(C)N1C(=O)S/C(=C/c2ccc([N+](=O)[O-])cc2)C1=O (stereo not given)
→ 1.6, -6, -0.3, -15
COc1cccc2cc(C(=O)Nc3nccs3)c(=Nc3ccc(C)cc3)oc12
→ -0.1, -1, -0.1, -14
COc1cccc(NC(=S)N(Cc2cccc(Br)c2)CC2CCC(C(=O)O)CC2)c1 (stereo not given)
→ 1.2, 7, 0.4, -2
COc1ccccc1NC(=O)c1ccccc1NC(=O)CCc1ccccc1
→ -1.8, -10, -0.2, 5
CCOC(=O)c1ccc(CNC2CCN(c3nc(C)c4cc(OC)ccc4n3)CC2)o1
→ 0.5, -4, 0.3, 1
CCCCCCCCCCCC(=O)OC1CS(=O)(=O)CC1S(=O)(=O)O (stereo not given)
→ 0.9, 8, 0.9, -4
CCc1ccc(C2=NN(CCC(=O)NC3CCCC(C)C3C)C(=O)CC2)cc1 (stereo not given)
→ 0.6, -6, -0.2, -2
COc1ccc(CN2CCc3ccccc3C2)c(OC)c1OC
→ 4.6, 32, 0.1, -10
O=C(NN1C(=O)C2C3C=CC(O3)C2C1=O)c1ccccc1 (stereo not given)
→ 0.4, -1, 0.0, -4
N#Cc1ccccc1S(=O)(=O)Nc1ccccc1NS(=O)(=O)c1ccc(F)cc1
→ -1.3, -1, -0.2, -6
CN(C)c1ccc(C(=O)N2CCC(Nc3nc4c(c(=O)[nH]3)CCCC4)CC2)cc1
→ 0.8, -2, 0.0, 11
O=[N+]([O-])c1ccc(N2CCN(CCO)CC2)c2nonc12
→ 0.0, -7, -0.3, -7
Cc1cc(C(=O)COc2cccc(-n3cnnn3)c2)c(C)n1CC1CCCO1 (stereo not given)
→ -0.2, 17, -0.1, -11
CCCCCn1c(SCc2cccnc2)nc2cc(C(=O)NCc3ccco3)ccc2c1=O
→ 1.6, -6, 0.1, -8
Cn1c(Nc2ncc(C(=O)NC3CCN(Cc4ccccc4)CC3)s2)nc2ccccc21
→ -1.7, 16, -0.1, 9
CS(=O)(=O)N1CCN(CCCOc2cccc(C#N)c2)CC1C(=O)N1CCOCC1 (stereo not given)
→ -0.2, 8, 0.0, 3
CCN(CC)CCCNC(C)C(=O)Nc1cc(C)on1 (stereo not given)
→ 1.0, 80*, 0.1, 4
COC(CNC(=O)c1ccc2c(c1)NC(=O)c1ccccc1N2)OC
→ 2.2, -4, 0.1, 2
Cc1cc(C)cc(N2C(=O)CSC2c2ccc(C(C)(C)C)cc2)c1 (stereo not given)
→ 0.3, 1, 0.0, 0
COc1ccc(Cc2nc(P(=O)(OC)OC)c(NCc3ccc(F)cc3)o2)cc1
→ -1.5, -1, -0.2, -7
COc1ccc(NC(=O)c2cnn3c2NC(c2ccc(OC)c(OC)c2)CC3C(F)(F)F)cc1Cl (stereo not given)
→ -0.8, 5, 0.1, -24
CSCCC(N=CC1=C(O)CC(C)(C)CC1=O)C(=O)O (stereo not given)
→ 1.0&-0.9, -7&-6, 0.0&-0.2, 0&1
CCc1cccc(NC(=O)N[C@H]2C[C@H]3C(=O)N[C@@H]([C@@H](C)O)C(=O)N3C2)c1
→ 0.7, 2, 0.0, 2
CCOC(=O)C1(CCCc2ccccc2)CCN(CC(O)CO)CC1 (stereo not given)
→ 0.2, -11, -0.1, -9
N#Cc1cc2cc3c(cc2nc1SCC(=O)NCc1ccco1)OCO3
→ 1.8, 16, 0.0, -48
COc1cccc(NC(=O)c2ccc(NCCCN3CCN(c4cccc(Cl)c4)CC3)c([N+](=O)[O-])c2)c1
→ -0.1, 9, 0.0, -3
O=C(CN1C(=O)c2ccccc2C1=O)Nc1nncs1
→ -0.2, -16, -0.2, 0
O=C(c1cccnc1)N1CCCC(Nc2ccc3[nH]ncc3c2)C1 (stereo not given)
→ -1.2, 9, -0.5, 15
Nn1cnc2sc3c(c2c1=O)CCCC3
→ 1.0, -5, -0.2, 7
COc1ccc(Cn2c(=S)[nH]c3cc(C(=O)NCc4ccccc4OC)ccc3c2=O)cc1
→ 0.8, -6, 0.0, -8
COc1ccc(S(=O)(=O)NCCN2CCOCC2)cc1OC
→ 1.0, 0, 0.0, 11
CN1CCN(CCCNc2ccnc3cc4ccccc4cc23)CC1
→ -1.2, 8, -0.1, 75*

# Next results follow:
# Results follow in this order: GPR151 ag, MITF primary, FBW7 activator, TEAD-YAP inh
Cc1cc(NC(=O)CSc2nc3ccccc3c(=O)n2CCC(=O)NCCc2ccccc2)n[nH]1
→ 1.1, -100, 0.2, -1
CNC(=O)[C@@H]1C[C@H](NC/C(Cl)=C/c2ccccc2)CN1Cc1ccccc1
→ 0.7, 1, -0.4, 5
CCCC(=O)N1c2ccccc2-c2nnc(SC)nc2OC1c1ccco1 (stereo not given)
→ -0.1, 9, 0.1, -5
Cc1ccccc1CSCCC(=O)N1CCN(c2ccccc2)CC1
→ 1.5, 1, -0.1, -9
NC(=O)c1c(NC(=O)c2ccc([N+](=O)[O-])cc2)sc2c1CCN(Cc1ccccc1)C2
→ -0.5, 2, -0.2, -3
O=C(NC1(c2ccc3c(c2)OCO3)CCCC1)c1cscn1
→ 0.0, -1, -0.1, 6
Cc1cc(Nc2ccc(Cl)cc2)nc2ccccc12
→ -0.7, 14, 0.1, -14
COc1ccc(NC(=O)c2ccc(-c3nnc(-c4ccccc4)o3)cc2)cc1
→ -1.1, 1, -0.2, -7
Cc1cc([N+](=O)[O-])cc2c(C3=NC(=S)NC3=O)c(O)n(C)c12
→ -0.9, -8, 0.0, -7
COC(=O)c1c(NC(=O)c2ccc(S(=O)(=O)N3CCCC(C)C3)cc2)sc2c1CCN(C(C)C)C2 (stereo not given)
→ 0.5, -15, -0.1, 0
CC(=O)Nc1ccccc1NC(=O)Cc1ccc(Cl)cc1
→ 1.3, 1, 0.2, 5
COc1ccc(OC)c(CN(CCCN(C)C)CCCN(C)C)c1
→ 0.2, 59*, 0.0, -7
COc1ccc(C2CC(=O)C3=C(C2)Nc2ccccc2NC3c2ccc(Cl)s2)cc1OC (stereo not given)
→ -0.8, 24, -0.1, -1
COc1ccc(CNC(=O)c2ccc(N3CCC(C)CC3)c([N+](=O)[O-])c2)cc1
→ -0.5, 10, 0.0, -2
Fc1ccc(N2CCN(c3nnnc4c3cnn4-c3ccccc3)CC2)cc1
→ -0.4, 0, -0.2, -6
O=C(COC(=O)/C=C/c1ccccc1Cl)NC(=O)NC1CCCC1
→ 2.0, -8, 0.1, -2
CCOC(=O)CSC1=NC(N)=C(C#N)C2(CCCCC2)C1C(N)=O (stereo not given)
→ -0.7, 1, 0.5, 1
Cc1cccc(NC(=O)c2cccc3c2OC(C)(C)C3)c1
→ -0.8, -8, 0.0, 5
Cc1ccc(-c2csc(/N=C/c3ccccc3O)n2)cc1
→ -1.0, 5, 0.1, 6
CCOC(=O)COc1cc(OCC(=O)OCC)c2c(c1)oc(=O)c1ccccc12
→ 0.4, -1, -0.1, 9
CCC(=O)NC(Nc1cccnc1Cl)(C(F)(F)F)C(F)(F)F
→ 0.5, 2, -0.1, 2
O=C(O)CCn1c(=O)oc2cc([N+](=O)[O-])ccc21
→ -1.7, -14, -0.1, 5
COc1ccc(C2(C)NC(=O)N(CC(=O)Nc3cc(C)ccc3C)C2=O)cc1 (stereo not given)
→ 0.6, -10, -0.1, -5
CC(C)(C)NC(=O)CN(C(=O)CCC(=O)Nc1nccs1)C1CCCCC1
→ 1.6, 1, 0.0, -4
COc1ccc(/C=N/NC(=O)c2ccncc2)cc1CN1CCN(c2ccc(F)cc2)CC1
→ 1.0, 10, -0.2, -6
Cc1cc(CN(C)Cc2c(C(=O)N3CCCCC3)nc3c(C)cccn23)on1
→ 2.0, 0, 0.0, 11
COc1ccc(/C=C2/N=C(c3ccc(C)c(C)c3)OC2=O)cc1
→ 1.0, 9, 0.1, 1
Cc1cc(C(=O)O)ccc1-n1c(C)cc(/C=C2\C(=O)NC(=O)N(C)C2=O)c1C
→ -0.5, 35, 0.6, 14
COc1ccc(/C=C(/C#N)S(=O)(=O)c2ccccc2)cc1Cn1cc([N+](=O)[O-])cn1
→ -0.7, 16, -0.1, 1
Cc1ccc(C)c(NC(=O)C(C)N2C(=O)c3ccccc3C2=O)c1 (stereo not given)
→ -1.0, 11, 0.0, 15
O=C(Nc1ccccc1O)c1cccc(S(=O)(=O)N2CCCC2)c1
→ 0.3, -11, 0.0, -1
COCCCNC(=O)CSc1nc2cc3c(cc2c(=O)n1Cc1ccc(C(=O)NCCc2ccc(OC)c(OC)c2)cc1)OCO3
→ 1.9, -4, 0.0, -17
CCOc1ccc(S(=O)(=O)NNC(=O)c2ccco2)cc1
→ -1.2, -10, -0.1, 4
CCC(CC)=NNC(=O)C(C)Sc1ccc(Cl)cc1 (stereo not given)
→ -1.4, 3, 0.0, -6
COCCN1C(=O)C(C)Oc2ccc([N+](=O)[O-])cc21 (stereo not given)
→ -0.7, 16, -0.1, -9
CC(C)n1cnc2c(NCCN3CCOCC3)nc(NC3CCN(Cc4ccccc4)CC3)nc21
→ -0.2, 12, 0.1, 6

# Bioassay records from PubChem BioAssay.
